Source: PubChem
PfHsp40 rescue: rescue of PfHsp40-mediated yeast toxicity. AID 504582. S. cerevisiae expressing PfHsp40, growth rescue, ATP luminescence. hit rate 0.68% among 340,000. growth rescue, % at 12.5 µM; in the data active means growth rescue above about 28%, passing the limit was not always enough;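 further: yeast W303a lacking pdr1 and pdr3 grown in galactose medium; growth measured after three days at 30 °C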
SARS 3CLpro inh: SARS-CoV 3CLpro protease inhibition. AID 1706. recombinant SARS-CoV 3CLpro, quenched FRET peptide cleavage. inhibition, % at 6 µM. hit rate 0.14% among 290,000. P0C6X7; in the data active means inhibition above about 12%
Rv3671c protease: inhibits the M. tuberculosis serine protease Rv3671c | P9WHR9 | inhibition, % at 5.96 µM | hit rate 0.048% among 320,000 | AID 2606; in the data active means inhibition above about 38%;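 further: extracellular domain of Rv3671c used as enzyme; 0% = enzyme with DMSO and 100% = no enzyme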
Target sequence (P9WHR9 whole entry, looked up, the tested form may be a part): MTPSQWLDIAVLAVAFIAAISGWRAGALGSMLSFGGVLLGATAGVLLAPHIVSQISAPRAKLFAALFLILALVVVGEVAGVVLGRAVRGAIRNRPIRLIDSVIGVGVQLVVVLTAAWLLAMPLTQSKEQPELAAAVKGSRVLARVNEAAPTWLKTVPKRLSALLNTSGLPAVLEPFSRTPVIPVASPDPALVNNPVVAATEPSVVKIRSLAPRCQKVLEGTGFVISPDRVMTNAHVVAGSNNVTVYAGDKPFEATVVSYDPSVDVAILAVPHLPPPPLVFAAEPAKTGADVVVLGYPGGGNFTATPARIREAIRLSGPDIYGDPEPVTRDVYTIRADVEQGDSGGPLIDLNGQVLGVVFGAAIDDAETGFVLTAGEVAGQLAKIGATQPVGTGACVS
BH1578 lux ind: quorum light induction in luxS cqsA deficient V. cholerae; AID 588436; activation, % at 18.7 µM; V. cholerae BH1578 lux reporter, luminescence, 6 h; hit rate 0.16% among 350,000; in the data active means activation mostly above about 9.7%, no sharp cut-off; further: not every result past the cut was called active; inactives centre near 0; reference of the scale not given here
PriA SSB inh: inhibitors of Klebsiella pneumoniae PriA binding to SSB C-terminal tail; hit rate 0.6% among 430,000; AlphaScreen SSBct-PriA binding, biotinylated peptide; AID 1272365; inhibition, % at 33 µM; in the data active means inhibition mostly above about 37%, no sharp cut-off; inactive means mostly below about 20%;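 further: plate controls were negative control peptide for no effect and reference peptide for full effect; strong numbers were not always called active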
Yp Topo-I inh: inhibitors of Yersinia pestis topoisomerase I. AID 504884. activity, % at 10 µM. Y. pestis Topo-I cleavage product accumulation, plate reader. hit rate 0.064% among 360,000; in the data active means activity above about 50%, passing the limit was not always enough; further: inactives centre near 2
MazEF act: increases E. coli MazEF RNase cleavage of RNA. P0AE70. FAM/BHQ RNA-DNA oligo cleavage fluorescence, 5 h. activation, % at 20 µM. hit rate 0.32% among 350,000. AID 504720; in the data active means activation above about 50%
Target sequence (P0AE70 whole entry, looked up): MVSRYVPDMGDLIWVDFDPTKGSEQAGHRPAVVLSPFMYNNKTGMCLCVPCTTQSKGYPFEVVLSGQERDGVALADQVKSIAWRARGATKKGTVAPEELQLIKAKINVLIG
Anthrax LF inh2: blocks Bacillus anthracis lethal factor protease; inhibition, % at 10 µM; P15917; multiplex microsphere protease cleavage assay, LF; hit rate 0.12% among 360,000; in the data active means inhibition above about 30%; further: plate controls were buffer without enzyme for full effect and enzyme alone for no effect
TcdB inh: inhibitors of Clostridioides difficile toxin B glycohydrolase; P18177; TcdB glycohydrolase enzymatic assay, plate reader; inhibition, % at 9.99 µM; hit rate 0.24% among 350,000; AID 652162; in the data active means inhibition above about 10%
VHR inh abs: blocks human VHR1 dual specificity phosphatase | P51452 | recombinant VHR phosphatase, pNPP absorbance | inhibition, % at 13.3 µM | hit rate 0.52% among 290,000 | AID 1654; in the data active means inhibition above about 50%; further: some compounds called inactive have numbers as strong as hits
Target sequence (P51452 whole entry, looked up): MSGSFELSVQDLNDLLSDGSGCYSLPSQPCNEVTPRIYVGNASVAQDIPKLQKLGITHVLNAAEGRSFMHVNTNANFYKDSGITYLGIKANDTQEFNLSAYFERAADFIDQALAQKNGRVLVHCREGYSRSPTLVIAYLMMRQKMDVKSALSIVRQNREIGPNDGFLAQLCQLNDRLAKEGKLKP
An asterisk follows results filed as active; i = inactive; . = no result given; & = joins results of further samples.

SMILES | PfHsp40 rescue | SARS 3CLpro inh | Rv3671c protease | BH1578 lux ind | PriA SSB inh | Yp Topo-I inh | MazEF act | Anthrax LF inh2 | TcdB inh | VHR inh abs
CCn1c(Cc2ccccc2)nnc1SCC(=O)Nc1nc2ccccc2s1 | -0.5 | -2 | -4 | -5.6 | -19 | 16 | -4 | 0 | . | -5
COc1cccc(N2C(=O)CN(Cc3ccccc3)C2=S)c1 | -1.1 | -2 | 0 | 1.2 | -13 | 5 | 7 | 0 | 1.3 | 2
CCCc1noc(-c2ccc(-c3ccccc3)cc2)n1 | -1.0 | 2 | 0 | 3.1 | -14 | -3 | 5 | 5 | . | 18
Cc1ccc(C)c(NC2=C(Cl)C(=O)OC2OC(=O)c2ccco2)c1 (centres undefined) | 0.2 | 3 | 1 | i | -17 | -8 | 2 | -5 | 0.7 | -7
C#CCOc1ccc(/C=N/NC(=O)c2cccnc2)cc1OCC | -0.5 | -1 | -3 | i | . | -2 | -6 | 3 | -0.7 | 15
COc1ccc(-n2c(C)cc(C(=O)CSc3nn4c(=O)c(C(C)(C)C)nnc4s3)c2C)cc1 | -0.5 | -2 | -11 | -0.2 | 1 | 1 | -5 | -2 | . | 17
CCOC(=O)c1c(S(=O)(=O)NCC(=O)Nc2ccccc2OC)c(C)n(C)c1C | 1.4 | -1 | 5 | -0.3 | -5 | 6 | 6 | -1 | -0.9 | -15
CC1=CC2OC3CC4OC(=O)C=CC=CC(=O)OCCC(C)C(O)C(=O)OCC2(CC1)C4(C)C31CO1 (centres undefined) | . | . | . | i | . | 6 | 5 | 1 | 2.4 | .
O=C(NCc1ccc(Cl)cc1)C1CCCN(C(=O)c2ccc(Cl)cc2)C1 (centres undefined) | 0.8 | . | 0 | i | -7 | -3 | -3 | -7 | 0.6 | .
COc1ccc(C)cc1-n1c(C)cc(C=O)c1C | 0.4 | 6 | -4 | i | 6 | 6 | 10 | -4 | 8.3 | 2
CN(Cc1ccccc1)C(=O)c1ccc(Nc2nc(C(N)Cc3ccc(C(F)(F)F)cc3)cs2)nc1 (centres undefined) | . | . | . | -0.3 | . | 1 | . | -8 | 0.7 | .
Cc1nc(SCCC(=O)O)c2ccccc2n1 | 0.1 | 1 | 0 | -24 | 2 | 6 | 4 | -5 | 1.0 | -9
Cc1ccc(O)c(NC(=O)c2ccc3c(c2)C(=O)N(Cc2cccnc2)C3=O)c1 | -0.7 | 0 | -5 | i | . | 4 | 10 | -2 | 0.5 | 34
O=C(CO/N=C/c1ccccc1OC(F)F)NC1CCCCC1 | -0.2 | 1 | -4 | 1.6 | . | 4 | 7 | -1 | -1.1 | 5
Cc1ccc(C)c(NC(=O)C2C(c3ccccc3)C2(Cl)Cl)c1 (centres undefined) | -0.5 | 1 | 4 | -1.9 | -23 | 6 | 7 | -5 | . | 28
CC(Cc1cccs1)NC(=O)c1cccs1 (centres undefined) | -0.9 | 1 | -15 | i | -23 | -2 | 0 | -2 | 0.1 | -8
COc1cccc(N2[C@@H](CC(=O)O)c3ccccc3S2(=O)=O)c1 | -1.3 | . | 7 | 0.8 | -3 | -2 | 4 | -1 | -1.4 | .
CCOc1ccccc1N1CC(C(=O)Nc2ccc(S(=O)(=O)N3CCCCC3)cc2)CC1=O (centres undefined) | 0.3 | . | -5 | -1.4 | -5 | 8 | 0 | 4 | 0.7 | .
CCC(=O)c1c[nH]c(C(=O)NCCCN2CCOCC2)c1 | -0.1 | 6 | -7 | -0.3 | -10 | -3 | 9 | 1 | . | -25
CCOC(=O)N1CCN(S(=O)(=O)c2ccc(C(=O)N(CCCN(C)C)c3nc4ccc(Cl)cc4s3)cc2)CC1 | -2.0 | 1 | -5 | -0.2 | 7&-11 | 4 | -33 | 0 | 2.0 | 14
Cc1ccc2cc(CN(CCN3CCOCC3)Cc3nnnn3Cc3ccco3)c(=O)[nH]c2c1C | -1.4 | -7 | . | -2.8 | -4 | 5 | 7 | -3 | . | 32
Cc1cc(C(=O)NC2CCC(C)CC2)c(C)o1 (centres undefined) | 4.4 | 3 | -8 | 0.8 | 0 | 8 | 2 | 3 | 1.2 | 0
Cc1cccn2c(=O)c3cc(C(=O)N4CCCC(C)C4)sc3nc12 (centres undefined) | 0.6 | -9 | -2 | -0.4 | -17 | 10 | -1 | 1 | -10 | 25
Cc1ccc(NC(=O)CN2C(=O)N/C(=C/c3ccc(C)s3)C2=O)cc1 | 0.5 | 4 | -33 | i | -11 | -1 | 21 | 3 | . | 16
CC1=C(CC(=O)O)c2cc(F)ccc2C1=Cc1ccc(S(C)(=O)=O)cc1 | 2.2 | . | 4 | i | -6 | -7 | 1 | -6 | 0.1 | .
C1CC1Cc1noc(CN2CCN(C3C4CC5CC(C4)CC3C5)CC2)n1 (centres undefined) | -0.3 | 1 | 4 | . | -3 | 7 | -1 | -1 | 0.1 | 12
O=C1CSC(c2ccccc2[N+](=O)[O-])N1c1cccc(F)c1 (centres undefined) | -0.6 | -2 | -3 | -0.4 | 11 | -2 | 5 | -3 | -0.6 | -11
COc1ccccc1C(=O)NNC(=O)CCCN1C(=O)/C(=C/c2cccs2)SC1=S | -0.6 | 4 | 7 | 0.1 | -13 | 12 | -94 | 4 | . | -4
CCCC(=O)NC1=C(N2CC2)C(=O)C(NC(=O)CCC)=C(N2CC2)C1=O | -1.3 | . | . | 11 | -20 | -5 | 4 | -7 | -1.2 | .
Cc1ccc2cc(NC(=O)Cc3ccccc3)ccc2n1 | 0.1 | 1 | -4 | -0.4 | -2 | -5 | 6 | . | 1.0 | -3
Cc1ccc(C)c(NC(=O)CN(C)C(=O)CN2C(=O)C3CCCCC3C2=O)c1 (centres undefined) | 0.2 | . | 2 | -1.4 | -3 | -1 | 6 | -4 | 1.0 | .
NC(=O)c1sc2nnc(-c3ccccc3)c(-c3ccccc3)c2c1N | 0.8 | 4 | -3 | i | -2 | 2 | -12 | -44 | 1.4 | 23
NC(=O)C1CCN(c2nc(-c3ccc(Br)cc3)cs2)CC1 | 0.4 | -1 | -4 | -4.2 | 5 | -10 | 2 | -2 | 0.3 | -5
COc1ccc(NC(=O)Cn2c3ccccc3c3nc4n(c(=O)c32)CCS4)cc1OC | 0.8 | -1 | -2 | -2.6 | -4 | 0 | 6 | . | -2.8 | -9
COc1ccc(CCC(=O)NC(C)C)cc1 | 39* | 5 | -7 | -0.2 | 27 | -12 | 4 | 1 | 0.2 | -6
Cc1nc2ccccn2c1C(=O)N/N=C/c1ccccc1 | -0.1 | -2 | 2 | 0.6 | . | -8 | 1 | 20 | -3.9 | 36
CCn1cc(CNC(=O)C2C3CCC(C3)C2C(=O)O)cn1 (centres undefined) | 0.1 | 4 | 7 | . | -9 | 2 | -3 | 1 | . | 27
O=C(NCCc1ccccc1)c1ccccc1NC(=O)C1CCCCC1C(=O)O (centres undefined) | . | -3 | 0 | . | . | . | . | . | 2.3 | 36
CC(=O)Nc1cccc(C(=O)NC(C)c2ccc(S(N)(=O)=O)cc2)c1 (centres undefined) | -1.1 | 1 | -13 | . | 7 | -8 | 4 | -1 | . | 5
CC(C)(C)n1nnnc1C(c1cccs1)N(Cc1cccnc1)Cc1ccccc1Cl (centres undefined) | 0.0 | -1 | -1 | i | 3 | 1 | -1 | 4 | . | 3

One compound at a time, from the list above. Values in the order: PfHsp40 rescue, SARS 3CLpro inh, Rv3671c protease, BH1578 lux ind, PriA SSB inh, Yp Topo-I inh, MazEF act, Anthrax LF inh2, TcdB inh, VHR inh abs
`Cc1ccc2cc(NC(=O)Cc3ccccc3)ccc2n1` across the screens: 0.1, 1, -4, -0.4, -2, -5, 6, ., 1.0, -3
`Cc1cc(C(=O)NC2CCC(C)CC2)c(C)o1` (centres undefined) across the screens: 4.4, 3, -8, 0.8, 0, 8, 2, 3, 1.2, 0

Other entries:
SMILES | PfHsp40 rescue | SARS 3CLpro inh | Rv3671c protease | BH1578 lux ind | PriA SSB inh | Yp Topo-I inh | MazEF act | Anthrax LF inh2 | TcdB inh | VHR inh abs
O=C(O)c1cc(N2C(=O)C3C4C=CC(C4)C3C2=O)ccc1N1CCOCC1 (centres undefined) | 0.4 | -3 | 3 | i | -1 | 6 | 2 | 0 | 0.7 | 18
Cc1ccc(C)c(-n2c(N)c(C(N)=O)sc2=S)c1 | -0.3 | 0 | 7 | 1.7 | 8 | -10 | 9 | 2 | . | .
O=C(O)COCC(=O)Nc1ccc2c(c1)oc1ccccc12 | -1.3 | 4 | . | i | 7 | -2 | 9 | -16 | 0.1 | -7
O=C(CCN1CCN(C/C=C/c2ccccc2)CC1)Nc1ccccc1Cl | 0.6 | 0 | 0 | 0.3 | -3 | 48 | 1 | 5 | 1.2 | 20
COc1ccc(CCNCC(=O)N2C(C)CCCC2C)cc1OC (centres undefined) | 0.3 | 1 | 3 | -0.3 | -4 | 4 | 6 | -2 | -0.2 | 19
CC(=O)Nc1ccc(Nc2cc(C)c3ccccc3n2)cc1 | -1.2 | -4 | 6 | -0.6 | 9 | -7 | -27 | -6 | 3.8 | -23
CCS(=O)(=O)N1Cc2ccccc2CC1C(=O)N(C)CC(=O)Nc1cccc(F)c1 (centres undefined) | 0.3 | . | 2 | i | 0 | 6 | 5 | 0 | 0.2 | .
COCCn1cnc2c1c(=O)n(CC(=O)NC(=O)NC(C)(C)C)c(=O)n2Cc1ccccc1 | 0.1 | 3 | . | i | 4 | 5 | -15 | 0 | 1.6 | 32
O=C(COC(=O)c1ccc(S(=O)(=O)NCc2ccco2)cc1)NCc1ccccc1 | 1.8 | . | 2 | -1.0 | -7 | 6 | 8 | -4 | 1.4 | .
CCCC(=O)NCCc1cc2c(C)ccc(C)c2[nH]c1=O | -0.6 | -5 | -3 | -0.2 | -8 | 6 | 11 | 1 | 0.7 | 12
O=C1CCN(CC2CCCCC2)C=C1C(=O)c1ccccc1 | 0.5 | . | . | i | -18 | -4 | 11 | 7 | 1.0 | .
COC(=O)C(C)Sc1ccc2nnc(-c3cccc(F)c3)n2n1 (centres undefined) | 0.8 | 2 | 7 | -0.1 | -17 | 2 | -8 | 4 | 0.1 | 5
CC1(c2ccccc2)NC(=O)N(CC(=O)NCCC2=CCCCC2)C1=O (centres undefined) | -1.1 | 1 | 5 | -0.4 | -18 | 6 | 4 | -2 | . | 26
COC(=O)c1ccc(C(=O)NC(=S)Nc2nc3c(s2)CCCC3)cc1 | 2.9 | 1 | -2 | -1.4 | 2&-3 | 23 | -2 | 1 | . | 30
CC(Cc1ccccc1)NC(=O)CCCCC(=O)NC(C)Cc1ccccc1 (centres undefined) | 0.0 | -4 | -1 | -0.7 | -29 | 0 | -24 | -4 | -0.1 | 1
O=[N+]([O-])c1cccnc1Oc1ccc(OCc2ccccc2)cc1 | -1.6 | -4 | -1 | i | 12 | 17 | 4 | 8 | 0.1 | 30
C[C@H]1CN([C@@H](C)CO)C(=O)CCCn2cc(nn2)CO[C@@H]1CN(C)C(=O)C1CCCCC1 | . | . | . | -0.4 | . | 4 | 2 | -1 | 0.3&-0.3 | .
O=C(Nc1ccc(F)cc1)c1ccc(=O)[nH]n1 | -1.2 | 0 | -1 | 1.2 | -1 | 3 | -3 | -3 | -2.7 | .
c1ccc(-c2cnn3nnnc3n2)cc1 | 1.7 | -5 | -1 | -0.4 | -4 | 2 | 8 | -2 | . | 23
Cc1ccc(S(=O)(=O)NCCC(=O)Nc2ccc(S(=O)(=O)NC(C)C)cc2)cc1 | 1.1 | -2 | 12 | i | -2 | 2 | -21 | 3 | 1.0 | 23

Exported in CSV form: part of the list above
SMILES,PfHsp40 rescue,SARS 3CLpro inh,Rv3671c protease,BH1578 lux ind,PriA SSB inh,Yp Topo-I inh,MazEF act,Anthrax LF inh2,TcdB inh,VHR inh abs
COCCn1cnc2c1c(=O)n(CC(=O)NC(=O)NC(C)(C)C)c(=O)n2Cc1ccccc1,0.1,3,.,i,4,5,-15,0,1.6,32
O=C(COC(=O)c1ccc(S(=O)(=O)NCc2ccco2)cc1)NCc1ccccc1,1.8,.,2,-1.0,-7,6,8,-4,1.4,.

This is a subset, so the mix of outcomes need not match the whole.
